FUS suppressor: suppressors of FUS proteinopathy in yeast | AID 1347120 | S. cerevisiae FUS-expressing, growth rescue, OD600, 24 h | Potency, µM (series often up to 76.6 µM), for inactives: top-dose growth rescue (activation), actives largely listed as activators | 0.24% of 390,000 active;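 note: potency is the fitted concentration of half-maximal effect; plate controls were DMSO vehicle for no effect and reference control for full effect; nearly all actives have a fitted effect of over 55% in size; some results filed as inactive show a strong effect at the top dose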
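Yeast expressing FUS under galactose induction, OD 0.005 in 2% galactose medium; compounds in a dilution series, 24 h at 30C. Growth rescue by absorbance at 600 nm; CP55940 positive control, DMSO negative.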
Abeta yeast res: restores growth of yeast expressing A-beta42 peptide; yeast expressing A-beta42, growth rescue, OD600, 48 h; response scale: 0% DMSO, 100% iron-clioquinol control; Potency, µM (series often up to 46.1 µM), without a hit: top-dose growth rescue, hits mostly activators; 0.063% of 410,000 active; AID 1347071; note: potency is the fitted concentration of half-maximal effect; nearly all actives have a fitted effect of over 55% in size
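Yeast A-beta toxicity model in growth medium with pinned compounds, 48 h at 30 C; growth read as absorbance at 600 nm. Normalized to FeCl3/clioquinol equimolar mix (positive) and DMSO (negative).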
EPAC2 agonist: agonists of human EPAC2 (RAPGEF4) | Q8WZA2 | EPAC2 activation, biochemical qHTS; response scale: 100% = 6.5 mM cAMP response | Potency, µM (titrated, usually from 154 µM), for the others: top-dose activation, most hits filed as activators | 0.079% of 360,000 active; note: potency is the fitted concentration of half-maximal effect; nearly all actives have a fitted effect of over 50% in size
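EPAC2 (100 nM) mixed with Rap1B loaded with BODIPY-GDP (250 nM) plus 50 uM unlabeled GDP; compounds pinned in, 5 min RT, then read every 5 min for 30 min (ex 480, em 540 nm). Normalized to cAMP control.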
aSyn rescue: alpha-synuclein toxicity inhibition in yeast. Yeast expressing alpha-synuclein, growth rescue, BacTiter-Glo, 24 h. Potency, µM (doses to about 46.1 µM), without a hit: at the top dose growth rescue (activation), actives largely listed as activators. 0.14% of 370,000 active; note: potency is the fitted concentration of half-maximal effect; % of control where 0% means no effect; nearly all actives have a fitted effect of over 65% in size
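Galactose-induced alpha-syn yeast (OD600=0.02, raffinose-pregrown) + pinned cpd, 24 hr, 30 deg C; growth by BacTiter-Glo luminescence. Growth restoration scores as activation.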
DRD3 agonist: activates the human D3 dopamine receptor; P35462; D3R DiscoveRx beta-arrestin cells, luminescence, 90 min; max activation, %; 0.58% of 410,000 active; AID 652048; in the data active = max activation above about 30%; note: 0% is about no effect; mostly tested at two doses, the higher about 12 µM
Target sequence (P35462 whole entry, looked up): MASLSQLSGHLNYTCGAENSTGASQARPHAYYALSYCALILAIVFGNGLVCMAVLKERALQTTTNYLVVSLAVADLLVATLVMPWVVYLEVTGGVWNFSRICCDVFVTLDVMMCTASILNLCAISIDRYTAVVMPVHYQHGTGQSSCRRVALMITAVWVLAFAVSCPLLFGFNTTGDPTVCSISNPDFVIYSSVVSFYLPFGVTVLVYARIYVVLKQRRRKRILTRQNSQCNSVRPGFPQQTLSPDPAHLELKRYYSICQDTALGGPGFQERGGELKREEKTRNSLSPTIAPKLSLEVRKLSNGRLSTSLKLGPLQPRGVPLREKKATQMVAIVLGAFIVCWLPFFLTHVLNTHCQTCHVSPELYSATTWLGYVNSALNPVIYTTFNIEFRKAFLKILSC
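Agonist-mode cell screen: cells plated at 1500/well and incubated overnight at 37 °C, then exposed to library compounds for 90 min at 37 °C. Detection reagent was added for 30–60 min at room temperature, and luminescence was read.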
EPAC2 antagonist: antagonists of human EPAC2. 0.18% of 360,000 active. Potency, µM (highest dose often 114 µM), for the others: at the top dose activity, negative = inhibition, actives largely listed as inhibitors. Q8WZA2. EPAC2 GEF exchange of Rap1B-BODIPY-GDP, fluorescence. AID 720708; note: potency is the fitted concentration of half-maximal effect; % is set by controls: 0 for no effect and ±100 for the full control effect; nearly all actives have a fitted effect of over 45% in size; many of its hits are not listed in these tables
TDP43 rescue: TDP-43 toxicity inhibition in yeast. AID 652104. 1.8% of 410,000 active. TDP-43 expressing yeast growth rescue, BacTiter-Glo, 24 h. Potency, µM (doses to about 46.1 µM), inactives show top-dose growth rescue (activation), usual class: activators; note: potency is the fitted concentration of half-maximal effect; % of control where 0% means no effect; nearly all actives have a fitted effect of over 50% in size
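Galactose-induced TDP-43 yeast, OD600=0.02, compound pinned; 24 hr, 30 deg C; BacTiter-Glo luminescence for growth. Inhibitors of TDP-43 toxicity read as activators.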
D3 antag: D3 dopamine receptor (human) antagonism; P35462; D3R cells, DiscoveRx beta-arrestin luminescence, antagonist mode; stronger effect = lower value; max response, negative = inhibition, %; 2.5% of 360,000 active; AID 652054; in the data active = max response below about -50%; inconclusive = no clear call, values can overlap the other calls; note: % is set by controls: 0 for no effect and ±100 for the full control effect; mostly tested at two doses, the higher about 12 µM
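Cells plated overnight at 1500 cells/well, then exposed to library compounds with dopamine controls for 90 minutes at 37 degrees C. DiscoveRx reagent added for 30–60 minutes at room temperature; luminescence read, quantitative HTS format.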
* = called active by the depositor; ? = inconclusive; / = not tested or not shown; & = joins results of further samples; [ ] = remark or other dose. Unless noted, calls come from the whole dose curve; as a rule, active = well fitted curve in the direction sought with a large enough effect; inconclusive = small, poorly fitted or top-dose-only effect, or another doubt; inactive = no such curve, though single readings can be large; an effect the other way counts as inactive or inconclusive. Some of the compounds tested; rates above refer to the full screens.

SMILES	FUS suppressor	Abeta yeast res	EPAC2 agonist	aSyn rescue	DRD3 agonist	EPAC2 antagonist	TDP43 rescue	D3 antag
CCC(=O)c1cc(F)ccc1OCC(=O)N1CCN(c2ccc(F)cc2)CC1	-2%	-6%	-8%	13%	-3	-2%	23%	11
Cc1ccc(S(=O)(=O)NC(C(=O)N2CCOCCOCCOCC2)c2ccccc2)cc1 (stereo not given)	-5%	6%	-13%	4%	8	-1%	-3%	3
C=CCNC(=O)CSc1nc2cc(C(=O)OCC)ccc2n1CC	22%	-16%	2%	-2%	-4	0%	-18%	-23
COc1ccc(S(=O)(=O)Nc2ccc3c(c2)C(=O)N([C@H](C)CO)C[C@H](C)[C@@H](CN(C)C(=O)Nc2ccc(F)cc2)OCCCC[C@H](C)O3)cc1	25µM*	6%	13%	2%	-8	4%	1%	?
NC(=O)C1CCN(c2nc(-c3ccc(F)cc3)cs2)CC1	-13%	12%	-4%	/	/	2%	/	/
O=C(COc1ccc(Cl)cc1Cl)Nc1ccccn1	22%	-29%	2%	-27%	-13	-5%	-42%[inhibitor]	-12
O=C(O)CCCC(=O)NCCCCc1ccccc1	17%	-20%	-9%	-2%	-4	10%	-17%	49
Oc1cccc(/C=N/Nc2cc(N3CCCC3)nc(N3CCCC3)n2)c1	21%	-9%	3%	2%	-1	-15%	11%	2
Cc1cc(C(=O)CSc2nc(N)cc(N)n2)c(C)n1CCc1ccc(F)cc1	?	-7%	4%	4%	0	-2%	11%	40
O=C(Nc1cccc(C(=O)N2CCN(Cc3ccccc3)CC2)c1)c1ccccc1	16%	7%	-1%	0%	0	8%	-3%	5
COc1ccccc1NC(=S)N1CCOCC1	/	-1%	5%	-9%	-3	2%	-6%	-7
CC(/C=C(\NC(=O)c1ccccc1)C(=O)N=Nc1c(O)[nH]c2ccc(C)cc12)=C\c1ccccc1	10%	7%	7%	0%	2	9%	1%	0
CC1(C)CC2CC(C)(CN2S(=O)(=O)c2cccc(N)c2)C1 (stereo not given)	-9%	-4%	-4%	11%	-7	-2%	-4%	15
O=S(=O)(NCc1ccco1)c1ccc(S(=O)(=O)N2CCCCC2)cc1	1%	1%	3%	-1%	6	-10%	-9%	-17
O=[N+]([O-])c1ccc(/C=C/c2ccc3cccc(O)c3n2)cc1	-16%	5%	-18%	1%	-5	-5%	19%	4

12 structures already listed, ordered by heavy-atom count, smallest number first:
SMILES	FUS suppressor	Abeta yeast res	EPAC2 agonist	aSyn rescue	DRD3 agonist	EPAC2 antagonist	TDP43 rescue	D3 antag
COc1ccccc1NC(=S)N1CCOCC1	/	-1%	5%	-9%	-3	2%	-6%	-7
O=C(O)CCCC(=O)NCCCCc1ccccc1	17%	-20%	-9%	-2%	-4	10%	-17%	49
CC1(C)CC2CC(C)(CN2S(=O)(=O)c2cccc(N)c2)C1 (stereo not given)	-9%	-4%	-4%	11%	-7	-2%	-4%	15
O=[N+]([O-])c1ccc(/C=C/c2ccc3cccc(O)c3n2)cc1	-16%	5%	-18%	1%	-5	-5%	19%	4
C=CCNC(=O)CSc1nc2cc(C(=O)OCC)ccc2n1CC	22%	-16%	2%	-2%	-4	0%	-18%	-23
O=S(=O)(NCc1ccco1)c1ccc(S(=O)(=O)N2CCCCC2)cc1	1%	1%	3%	-1%	6	-10%	-9%	-17
Oc1cccc(/C=N/Nc2cc(N3CCCC3)nc(N3CCCC3)n2)c1	21%	-9%	3%	2%	-1	-15%	11%	2
Cc1cc(C(=O)CSc2nc(N)cc(N)n2)c(C)n1CCc1ccc(F)cc1	?	-7%	4%	4%	0	-2%	11%	40
O=C(Nc1cccc(C(=O)N2CCN(Cc3ccccc3)CC2)c1)c1ccccc1	16%	7%	-1%	0%	0	8%	-3%	5
Cc1ccc(S(=O)(=O)NC(C(=O)N2CCOCCOCCOCC2)c2ccccc2)cc1 (stereo not given)	-5%	6%	-13%	4%	8	-1%	-3%	3
CC(/C=C(\NC(=O)c1ccccc1)C(=O)N=Nc1c(O)[nH]c2ccc(C)cc12)=C\c1ccccc1	10%	7%	7%	0%	2	9%	1%	0
COc1ccc(S(=O)(=O)Nc2ccc3c(c2)C(=O)N([C@H](C)CO)C[C@H](C)[C@@H](CN(C)C(=O)Nc2ccc(F)cc2)OCCCC[C@H](C)O3)cc1	25µM*	6%	13%	2%	-8	4%	1%	?

The list continues.
SMILES	FUS suppressor	Abeta yeast res	EPAC2 agonist	aSyn rescue	DRD3 agonist	EPAC2 antagonist	TDP43 rescue	D3 antag
Cc1ccc(-n2nnnc2SC(C(=O)c2c[nH]c3ccccc23)c2ccccc2)cc1 (stereo not given)	/	8%	2%	-3%	-4	-7%	-8%	-5
O=C(NCCN1CCC(n2c(=O)[nH]c3ccccc32)CC1)c1cccc(Cl)c1	-6%	2%	8%	8%	-12	5%	12%	-98*
C=CCC[C@@H](Cc1ccc(F)cc1)C(=O)OCCNC(=O)[C@@H](CC=C)CC(=O)N[C@@H](CO)Cc1ccccc1	22%	0%	0%	-1%	-3	-7%	0%	0
CCCCOCCCNC(=O)N[C@@H](CC(C)C)C(=O)O	3%	-1%	-4%	2%	3	7%	-9%	3
Cc1[nH]c2ccccc2c1CN1CCC(CO)(Cc2ccccc2)CC1	-7%	1%	7%	?	-16	7%	7%	-11
CCOc1ccc2oc(C(=O)NCC3CCCO3)c(C)c2c1 (stereo not given)	31%	-7%	-1%	13%	2	1%	25%	-3
O=C1[C@@H]2Cc3c([nH]c4ccccc34)CN2C(=O)CN1CCCCCO	-16%	4%	4%	0%	-9	0%	6%	-9
COCC1=C(C(=O)OC(C)OC(=O)OC(C)C)N2C(=O)[C@@H](NC(=O)/C(=N\OC)c3csc(N)n3)[C@H]2SC1 (stereo not given in full)	4%	-20%	12%	-3%	0&-5&-8	-9%	-8%	9
Cc1ccccc1N(Cc1cc(=O)[nH]c2ccccc12)C(=O)C(C)C	24%	-3%	15%	-3%	-9	2%	18%	-11
O=C(N/N=C/c1cccc([N+](=O)[O-])c1O)c1cccs1	/	0%	-4%	7.9µM*	-21	-1%	27%	-25
CCOc1ccc(S(=O)(=O)N(C)c2ccc(OCC(=O)Nc3nc(-c4cc(OC)ccc4OC)cs3)cc2)cc1	2%	-5%	2%	-5%	2	1%	8%	0
COc1cc(/C=N/NS(=O)(=O)c2ccccc2)c(OC)c(OC)c1	-4%	4%	19%	-3%	-5	5%	-2%	-18
O=C(O)c1ccc(C2CCCCC2)cn1	-12%	5%	0%	?	-9	-1%	13µM*	-95*
CCC(C)OC(=O)c1cc(C)nc2c(Br)cc(Br)cc12 (stereo not given)	-11%	1%	10%	-3%	-4	-1%	7%	0
CC1(C)C(=O)Nc2ccccc2N1C(=O)COC(=O)c1cccc(O)c1	-2%	8%	3%	-6%	2	1%	15%	2
CC(Oc1ccc(Cl)cc1Cl)C(=O)N(C)c1ccccc1 (stereo not given)	1%	10%	5%	3%	2	?	14%	17
CC1(C)Cc2c(ccc3ccccc23)-c2nnc(-c3cccnc3)n21	-10%	11%	3%	0%	-9	3%	-22%	-24
CCOc1ccc(-c2cc(CCCC(=O)NCCc3ccc(SC)cc3)no2)cc1	-23%	4%	/	/	6	/	23%	/
COCc1c(C(=O)N/N=C\c2cccs2)nnn1-c1nonc1N	-1%	3%	8%	-2%	-2	17%	-12%	-2
CC1=CN2C(=NC(=O)CC2(C)C(=O)N(CC(=O)NC2CCCC2)c2ccccc2C)C=C1 (stereo not given)	22%	6%	-6%	-1%	1	1%	12%	2
COc1ccccc1NC(=O)CCC(=O)N1CC(C)Oc2ccc(C)cc21 (stereo not given)	6%&-4%	8%&12%	10%	3%	2&4	-7%	28%&25%	15
C=C(C)COc1ccc2c(C)c(CCC(=O)N3C[C@H]4C[C@@H](C3)c3cccc(=O)n3C4)c(=O)oc2c1	25%	-3%	7%	1%	7	-1%	25%	-13
O=C(COC(=O)CSCC(=O)N1CCCCC1)Nc1ccc(Cl)cc1	13%	18%	4%	2%	0	0%	?	-9
CCN(C(=O)COC(=O)C1=COCCO1)c1ccccc1	-2%	-18%	18%	-2%	-4	11%	-21%	-25
Cc1ccccc1-n1c(Cn2c(=O)sc3ccccc32)nnc1SCC(=O)Nc1nccs1	-1%	-2%	-3%	0%	1	4%	0%	11
Cn1cccc1C(=O)OCC(=O)N1c2ccccc2NC(=O)C1(C)C	-34%	1%	1%	5%	-2	-18%	12%	15
COc1cccc(CC2(CO)CCCN(Cc3cc4ccccc4[nH]3)C2)c1 (stereo not given)	19%	17%	12%	3%	-7	-9%	-6%	-18
CCCCCCC(=O)Nc1nc(C)c(-c2csc(Nc3cc(Cl)ccc3OC)n2)s1	?	-6%	-7%	0%	-22	7%	21%	2
O=C1CC(N2CCC(O)(c3ccc(Cl)cc3)CC2)C(=O)N1 (stereo not given)	/	-7%	10%	-2%	-11	3%	8%	-15
Cc1cccc(CN(C)C[C@@H]2OCc3cnnn3CCCC(=O)N([C@@H](C)CO)C[C@H]2C)c1	-38%	4%	-5%	-3%	5	4%	0%	-11
OC[C@@H]1CN(Cc2ccco2)C[C@H](n2cnc3c(NCc4ccncc4)ncnc32)O1	-16%	-6%	4%	1%	-6	1%	0%	2
Cc1ccc2nc(NC(=O)c3ccc(NS(=O)(=O)c4cccs4)cc3)sc2c1	/	0%	3%	-5%	1	-18%	14%	-25
COc1cccc(N2CC(C(=O)Nc3nnc(SCC(=O)Nc4cc(C)on4)s3)CC2=O)c1 (stereo not given)	-7%	1%	4%	2%	5	-3%	3%	14
O=C1NC2(CCCCC2)Oc2ccccc21	-13%	11%	-1%	3%	4	-1%	9%	0
Cc1ccc(C(=O)c2c3ccc([N+](=O)[O-])cc3[n+]([O-])n2CCC(N)=O)cc1	17%	12%	9%	2%	13	2%	3%	3
CCC(=O)N1CCc2cc(CNS(=O)(=O)c3ccccc3F)ccc21	-2%	-12%	/	/	-2	/	?	/
CS(=O)(=O)N(CC(=O)NC1CCCC1)Cc1ccc(Cl)cc1	11%	-27%	10%	4%	0	1%	-7%	24

Compound activity from PubChem.
